PG9 binder: binders of HIV-1 gp120 antibody PG9, primary screen, biochemical, TR-FRET. TR-FRET gp120-PG9 antibody binding. inhibition, % at 6.7 µM. actives 0.43% (n = 360,000). AID 624416, 2012; in the data active = inhibition above about 8.5%
TCR CD3 inh: inhibitors of human TCR-CD3 interaction, primary screen, biochemical, fluorescence, TAMRA-labeled TCR probe; actives 0.37% (n = 360,000); AID 651800, 2012; T-cell receptor (TCR); inhibition, % at 9.4 µM; in the data active = inhibition above about 19%;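 note: recombinant mutant TCR 2C K166C tagged with TAMRA read by polarization; 0% = receptor in buffer alone and 100% = receptor with positive control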
rCAG RNA binder: binders of r(CAG) RNA repeats, primary screen, biochemical, fluorescence | inhibition, % at 3 µM | r(CAG) RNA repeat, TO-PRO-1 dye displacement fluorescence | actives 1.3% (n = 370,000);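 active = inhibition above the plate cutoff, the mean of all test compounds on that plate plus 3 SD, cut at about 35% in these data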;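 note: 0% = DMSO alone and 100% = 100 µM mitoxantrone as full dye displacement; higher means more dye released from RNA so lower well fluorescence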
Rev-erbA mod: modulators of Rev-erb alpha DNA binding, primary screen, biochemical, FITC-DNA, fluorescence polarization, uHTS; Nuclear receptor subfamily 1 group D member 1 (Homo sapiens), P20393; Rev-erbα–FITC-DNA binding, 90 min; activity, % at 10 µM; actives 0.79% (n = 370,000);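 active = activity above about 14%, limit read from the data; passing the limit was not always enough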;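 note: 0% = DMSO wells with 35 nM protein and 100% = DMSO wells with 750 nM protein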
PRMT1 FP inh: PRMT1 methyltransferase inhibitors, primary screen, biochemical, fluorescence polarization | recombinant PRMT1, activity-based probe fluorescence polarization | Protein arginine N-methyltransferase 1 (Homo sapiens), Q99873 | actives 1.3% (n = 370,000) | inhibition, % at 2.79 µM;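 active = inhibition above about 21% made by adding two undisclosed values, limit read from the data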
HTRA1 inhibitor: HTRA1 serine protease inhibitors, primary screen, biochemical, fluorescence polarization, HTS; actives 0.5% (n = 340,000); Q92743; inhibition, % at 5.96 µM; recombinant HTRA1, FP-rhodamine activity-based probe; in the data active = inhibition above about 36%;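 note: 0% = enzyme with DMSO and 100% = wells lacking enzyme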
LEDGF integ inh: blockers of LEDGF/p75-dependent integrase strand transfer – biochemical, TR-FRET, high throughput, primary screen; TR-FRET IN-LEDGF/p75 DNA integration, Eu/Cy5; actives 0.64% (n = 370,000); HIV-1 integrase (with human LEDGF/p75); inhibition, % at 3.7 µM;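 active = inhibition above the screen-wide mean plus 3 SD, cut at about 13% in these data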;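 note: signal is the Cy5 over europium emission ratio at 671 and 618 nm; 0% = plate median of compound wells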
SIAE inh: human SIAE inhibitors, primary screen, biochemical, fluorescence polarization, FP-Rh probe, 1536-well HTS; Sialate O-acetylesterase (Homo sapiens), Q9HAT2; SIAE FP-Rh probe binding; inhibition, % at 9.66 µM; actives 0.69% (n = 370,000); AID 1053197, 2014;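 active = inhibition above a cutoff: mean of compounds within the control limits plus 3 SD of those, cut at about 17% in these data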;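 note: 0% = plate median of compound wells and 100% = probe without SIAE protein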
Target sequence (Q9HAT2 whole entry, looked up): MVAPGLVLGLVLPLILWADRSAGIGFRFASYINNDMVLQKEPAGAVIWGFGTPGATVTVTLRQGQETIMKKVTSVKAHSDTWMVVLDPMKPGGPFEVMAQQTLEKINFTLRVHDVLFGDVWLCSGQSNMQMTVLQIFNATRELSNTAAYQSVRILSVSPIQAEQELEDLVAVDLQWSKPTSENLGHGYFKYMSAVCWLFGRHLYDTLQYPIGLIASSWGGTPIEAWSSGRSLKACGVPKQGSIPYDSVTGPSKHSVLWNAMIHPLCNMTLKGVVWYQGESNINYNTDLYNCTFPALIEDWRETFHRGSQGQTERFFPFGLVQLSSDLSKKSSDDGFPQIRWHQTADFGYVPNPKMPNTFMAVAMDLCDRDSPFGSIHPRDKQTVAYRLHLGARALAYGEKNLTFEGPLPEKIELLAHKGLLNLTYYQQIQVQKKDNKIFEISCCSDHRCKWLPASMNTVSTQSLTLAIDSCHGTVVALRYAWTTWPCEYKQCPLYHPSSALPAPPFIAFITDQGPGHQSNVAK
TDP2 absorb: human TDP2 enzyme inhibitors, primary screen, biochemical, epi absorbance, recombinant enzyme; T5PNP hydrolysis, p-nitrophenol absorbance 415 nm; inhibition, % at 12.8 µM; actives 0.34% (n = 370,000); AID 720702, 2013;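 active = inhibition above the mean of all tested compounds plus 3 SD, set per campaign, cut at about 25% in these data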;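 note: 0% = DMSO with enzyme and 100% = buffer with substrate but no TDP2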
Target sequence (O95551 whole entry, looked up): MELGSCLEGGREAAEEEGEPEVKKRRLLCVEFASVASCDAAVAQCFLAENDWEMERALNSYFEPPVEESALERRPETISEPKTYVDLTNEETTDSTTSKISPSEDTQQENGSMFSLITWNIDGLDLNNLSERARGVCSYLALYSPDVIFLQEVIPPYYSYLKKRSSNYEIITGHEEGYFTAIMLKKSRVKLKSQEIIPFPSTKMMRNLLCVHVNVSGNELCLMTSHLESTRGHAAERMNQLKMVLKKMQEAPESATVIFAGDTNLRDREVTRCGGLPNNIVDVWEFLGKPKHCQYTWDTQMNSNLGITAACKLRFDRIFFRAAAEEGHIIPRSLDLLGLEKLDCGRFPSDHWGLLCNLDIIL
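System – recombinant human TDP2 · Amount – 120 nM TDP2 per well · Buffer or medium – Mg2+-containing Tris-HCl buffer, pH 7.5 · Reagent – T5PNP substrate, 5 mM · Dosing – 12.8 µM single point, 1% DMSO · Incubation – 2 h at 37 °C · Measured by – epi absorbance · Read-out basis – percent inhibition · Benchmarks – high control without enzyme, low control DMSO plus TDP2 · Repeats – singlicate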
ABHD4 inh: ABHD4 inhibitors, primary screen, biochemical, fluorescence polarization, mouse; (Lyso)-N-acylphosphatidylethanolamine lipase (Mus musculus), Q8VD66; inhibition, % at 8.92 µM; actives 0.54% (n = 370,000); purified mABHD4, FP-Rh probe fluorescence polarization;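 active = inhibition exceeding the mean over every tested compound plus 3 SD, cut at about 30% in these data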;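 note: 0% = plate median of compound wells and 100% = S159A mutant with DMSO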
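system = mouse ABHD4 enzyme, wild type | medium = HEPES pH 7.0, NaCl, Pluronic buffer | also added = FP-Rh probe | incubation = Enzyme–compound pre-incubation 45 min, then probe 60 min, both 25 °C | technique = fluorescence polarization, excitation 525 nm, emission 598 nm, BODIPY TMR filters | controls = S159A mutant high control, sample median low control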
The depositor's hits bear a star; / = not tested or not shown.

SMILES | PG9 binder | TCR CD3 inh | rCAG RNA binder | Rev-erbA mod | PRMT1 FP inh | HTRA1 inhibitor | LEDGF integ inh | SIAE inh | TDP2 absorb | ABHD4 inh
Cn1c(SCC(=O)N2c3ccccc3CCc3ccccc32)nnc1-c1cc2ccccc2cc1O | -1.2 | -4.2 | 23.2 | 5.2 | 1.3 | -27.3 | -2.5 | -15.9 | -3.6 | -16.1
COc1ccc(OC)c(C(O)c2coc3ccc(O)c(CN(C)C)c23)c1 (configuration not stated) | -0.7 | 1.8 | 0.4 | 1.9 | -1.6 | 8.8 | -0.2 | -1.5 | -1.1 | 5.3
CC(=O)N1CCN(CC(=O)Nc2cc(S(=O)(=O)N3CCOCC3)ccc2C)CC1 | -1.9 | -1.5 | -0.6 | 0.7 | 7.3 | -0.3 | -2.2 | -5.2 | -10.7 | -8.0
CCN(CC)S(=O)(=O)c1ccc(N2CCN(C)CC2)c(NC(=O)CSCC(=O)Nc2cccc(C)c2)c1 | -0.1 | 2.1 | -4.3 | 0.6 | 6.3 | -3.7 | 6.6 | -6.2 | -5.4 | -6.9
Cc1cccc(C)c1N1C(=O)C2ON(c3ccccc3)C(c3ccncc3)C2C1=O (configuration not stated) | 0.1 | -0.9 | -1.4 | -3.7 | 4.5 | -3.9 | -3.1 | -1.5 | -13.8 | 0.3
COc1cccc(CC(=O)N[C@@H](CCSC)c2nc3ccccc3[nH]2)c1 | 2.7 | 6.7 | -1.2 | 4.8 | -7.8 | 5.2 | 3.0 | 3.5 | -7.8 | -5.8
O=C(C1CC1)N1CCN=C1SCc1ccccc1Cl | -0.1 | 3.3 | -1.4 | -8.5 | 5.0 | -3.4 | 0.9 | -2.8 | 4.5 | 0.6
CCOc1cc2[nH]c(=O)n(Cc3ccc(C(=O)NCCCN4CCCC4=O)cc3)c(=O)c2cc1OCC | -1.1 | -6.5 | 6.8 | -0.9 | -3.6 | 3.4 | 4.9 | -2.9 | 6.2 | -0.1
COc1ccccc1C(=O)NCC(c1cccnc1)N(C)C (configuration not stated) | -1.9 | -7.0 | 1.4 | 4.6 | 0.4 | 1.6 | 4.2 | 0.9 | -3.2 | -7.6
NS(=O)(=O)c1ccc(NC(=S)NC(=O)c2ccc3c(c2)OCO3)cc1 | -1.7 | 0.4 | 4.2 | 1.1 | 0.1 | 1.8 | 1.6 | 3.4 | 4.2 | -1.7
COc1ccc(-c2c(C)nn(Cc3ccccc3)c2N)cc1 | 3.6 | -1.9 | -0.1 | 1.5 | 1.0 | -6.0 | 3.2 | 2.1 | -8.7 | -6.5
Cc1cccc(NC(=O)N2CCC(n3nnc4cc(C)ccc43)CC2)c1 | -0.3 | 1.2 | -4.5 | -0.9 | 2.5 | -11.5 | 0.8 | -14.0 | -10.1 | -1.8
C[C@H](CO)N1C[C@H](C)[C@@H](CN(C)C(=O)NC2CCCCC2)Oc2ccc(NC(=O)Nc3ccccc3)cc2C1=O | 0.5 | 1.6 | 1.5 | 3.1 | -0.5 | -14.2 | -5.8 | 0.7 | 9.3 | -2.9
O=C(Cc1ccc(Br)cc1)NCCc1ccc(F)cc1 | -2.1 | -5.0 | -3.6 | 0.7 | -2.0 | 0.7 | -1.7 | -1.9 | -1.8 | -5.0
O=C(c1cc2cc(Cl)ccc2oc1=O)N1CCOCC1 | 0.9 | -0.4 | -1.3 | 0.6 | -3.6 | -3.3 | 1.1 | -7.2 | 8.3 | 6.0
NC(=O)c1ccccc1OCCOCCOCCOc1ccccc1C(N)=O | 0.1 | -6.0 | -4.2 | -3.5 | 3.0 | 2.2 | -1.8 | 0.2 | 5.1 | 1.8
O=C(CSc1nccn1-c1cccc(Cl)c1)NC1CCCC1 | -1.8 | 9.3 | -4.9 | -4.5 | -1.2 | -5.9 | 0.2 | 1.6 | 0.1 | 3.0
CC(O)[C@@]1(O)CC[C@H]2[C@@H]3CC[C@H]4C[C@@H](O)CC[C@]4(C)C3=CC[C@@]21C (some centres not stated) | -4.0 | -3.9 | -7.1 | -3.0 | -2.1 | -2.7 | 6.0 | 2.7 | -9.5 | -13.3
Clc1cccc(Cl)c1CSc1nnc(-c2ccncc2)s1 | 0.4 | -5.6 | -1.9 | 6.9 | -0.3 | -0.8 | -0.8 | -2.9 | -8.6 | -6.0
Cn1c(=O)[nH]c(=O)c2c1nc(NCCCn1ccnc1)n2Cc1cccc(Br)c1 | -1.5 | 3.8 | 3.9 | 1.8 | 2.0 | 8.1 | 0.3 | 4.5 | 1.5 | 3.6
COc1ccc(OC)c(/C=C/C(=O)OCC(=O)c2c(N)n(C)c(=O)n(C)c2=O)c1 | 0.4 | 0.8 | 3.1 | -3.2 | 0.9 | 9.7 | 2.3 | -5.2 | 10.2 | 6.7
Cc1nn(-c2ccccc2)c(N2CCCC2)c1/C=N/NC(=O)C1CC1 | -2.0 | -1.0 | -5.1 | -2.9 | 5.5 | 10.4 | 2.2 | 5.2 | -10.3 | -8.4
Cc1cccc(-c2nsc(SCC(=O)Nc3cc(C)on3)n2)c1 | 0.5 | 2.3 | -1.2 | 5.0 | -2.0 | -6.9 | 2.3 | 7.9 | 3.9 | 7.8
O=C(Nc1cccc(NC(=O)c2sc3ccccc3c2Cl)c1)c1ccco1 | -2.5 | -2.2 | 14.4 | -3.8 | 3.6 | -58.7 | -2.2 | -19.3 | -0.5 | -35.9
COc1ccccc1NS(=O)(=O)c1cccc(NS(=O)(=O)c2ccc(Cl)c(C(=O)O)c2)c1 | 1.4 | 7.7 | 13.9 | 3.1 | 0.3 | -2.2 | 3.7 | -4.5 | -11.2 | -5.4
CCOC(=O)c1c(-c2ccc(C)cc2)csc1/N=C/N(C)C | -1.2 | 2.7 | -5.3 | -0.3 | -1.4 | -22.3 | -0.5 | -1.3 | -13.2 | 8.9
CCC(=O)N1CCc2cc(OC)c(OC)cc2C1COc1ccc(F)cc1 (configuration not stated) | -0.2 | 1.1 | -3.7 | 8.1 | 0.5 | -0.3 | -1.3 | -9.3 | 1.4 | -3.0
Cc1ccc(C(=O)Nc2ccccc2NC(=O)c2ccc(C)o2)o1 | 1.2 | -0.4 | 3.8 | 0.2 | 9.2 | 10.2 | 1.8 | 0.8 | 0.1 | -12.6
O=C(CCc1c[nH]c2ccccc12)OCc1ccc(Br)cc1 | 1.1 | -1.5 | -2.2 | 5.8 | 7.5 | -5.4 | -5.5 | -0.2 | -22.8 | -23.3
COc1ccc2cc(C3CC(c4ccco4)=NN3S(C)(=O)=O)c(Cl)nc2c1 (configuration not stated) | 1.9 | 2.3 | 9.5 | -8.0 | 25.4* | -8.4 | -5.5 | -3.4 | -15.2 | -0.4
CC(C)(C)n1nc2c(c1NC(=O)c1cc(Cl)ccc1[N+](=O)[O-])CS(=O)(=O)C2 | -2.4 | 5.3 | 1.0 | -2.5 | 0.7 | 4.5 | 0.2 | -1.2 | -2.2 | 1.9
CCOC(=O)c1sc(NC(=O)CSc2nc(-c3ccco3)cc(C(F)(F)F)n2)c(C#N)c1C | 0.9 | -1.0 | 1.1 | 14.6 | 8.7 | 7.9 | -0.4 | -3.5 | 4.4 | -5.7
O=C(Oc1cc(-c2ccccc2)no1)c1cccc(C(F)(F)F)c1 | 0.2 | -0.7 | 6.4 | 3.2 | -0.8 | -2.9 | 3.2 | 2.5 | 0.1 | -2.5
CCOc1ccc(-n2c(=O)c3c4c(sc3n(CC(=O)NCC3CCCO3)c2=O)CCCC4)cc1 (configuration not stated) | -0.2 | -3.8 | -2.7 | 3.5 | 2.1 | -1.7 | -1.2 | 3.2 | 11.0 | -1.8
N=C1/C(=C\c2ccc(Br)o2)C(=O)N=C2SC(CC(=O)N3CCCCC3)=NN12 | -4.0 | 0.9 | 18.0 | -12.6 | 1.1 | -8.7 | 7.7 | -0.9 | 7.0 | -31.3
CN(C(=O)Nc1cccc([N+](=O)[O-])c1)c1ccccc1 | 1.7 | 2.6 | 4.2 | -7.1 | -1.7 | -1.5 | 1.6 | 8.5 | 2.6 | 3.0
CN(Cc1ccccc1)S(=O)(=O)c1ccc2c(c1)CCC(=O)N2 | -0.9 | -6.5 | 2.5 | 0.5 | 0.9 | 3.4 | -1.9 | -1.1 | -2.1 | 3.5
O=C(CSCc1c(F)cccc1Cl)NCc1ccco1 | 0.0 | -6.2 | -3.8 | 1.2 | 0.8 | -9.9 | -1.8 | -1.8 | -0.5 | 6.2
Cc1ccc(NC(=O)Nc2ccc3c(c2)nc(C)n3C)cc1 | -1.4 | 8.8 | -0.2 | 2.5 | -5.7 | -5.7 | -2.9 | 13.5 | -3.1 | 3.2
O=C(Cn1nc(-c2ccccc2)c2ccccc2c1=O)NN1CCOCC1 | -2.1 | 10.4 | -4.6 | -2.2 | -0.6 | -1.3 | 3.9 | 7.4 | 2.8 | 4.8

A few values from the list:
COc1ccccc1NS(=O)(=O)c1cccc(NS(=O)(=O)c2ccc(Cl)c(C(=O)O)c2)c1 in LEDGF integ inh has 3.7
CCOC(=O)c1c(-c2ccc(C)cc2)csc1/N=C/N(C)C in rCAG RNA binder has -5.3

Following part:
SMILES | PG9 binder | TCR CD3 inh | rCAG RNA binder | Rev-erbA mod | PRMT1 FP inh | HTRA1 inhibitor | LEDGF integ inh | SIAE inh | TDP2 absorb | ABHD4 inh
COC(=O)[C@]12C[C@H](CC(=O)NCc3cccs3)C(=O)N(Cc3ccco3)C1=C[C@H](C1CCCC1)O[C@@H]2C | / | / | 2.4 | -3.0 | -5.1 | / | 0.7 | 8.1 | 4.8 | -4.6
Nn1c(SCC(=O)NC2CCCCC2)nnc1-c1ccccc1 | -1.2 | -3.6 | 2.6 | 2.1 | 0.7 | -4.9 | -2.4 | 1.1 | 0.1 | 8.0
Cc1ccc(C(=O)OCC(=O)N2CC(C)OC(C)C2)cc1 (configuration not stated) | 0.7 | -5.4 | -3.8 | -2.6 | 1.8 | 3.6 | -5.4 | -4.3 | -3.0 | -3.7
CC(C)(C)N(Cc1ccccc1)C(=O)COC(=O)Cn1cnc2ccccc2c1=O | -1.4 | 4.9 | -6.6 | 1.5 | -3.5 | -0.9 | 5.6 | -9.0 | -25.8 | -9.2
CCN(C(=O)COC(=O)c1ccc(Sc2ncn[nH]2)c([N+](=O)[O-])c1)c1ccccc1C | / | / | 13.0 | -4.3 | 2.6 | / | -0.1 | -0.1 | 4.2 | 12.2
COC(=O)c1ccc(/C=C2/SC(=S)N(CCCC(=O)Nc3ccccn3)C2=O)cc1 | -1.7 | 9.8 | 1.6 | -3.5 | -0.3 | -1.1 | 3.1 | -1.1 | 0.8 | 0.2

An excerpt; rates above refer to the full screens.
